HP1b binding inh: inhibitors of HP1-beta chromodomain binding to methylated histone tails | P83916 | AlphaScreen HP1-beta / biotin-H3K9me3 peptide binding | Potency, µM (top dose mostly 114 µM), for inactives: at the highest dose activity change, negative = inhibition, hits mostly inhibitors | 390,000 tested, 0.56% active; also: potency is read from the fitted curve at half-maximal effect; nearly all actives have a fitted effect of over 70% in size; inactives centre near 23
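HP1-beta protein (50 nM final) preincubated 30 min at room temperature with biotinylated H3(1-18)K9me3 peptide (50 nM) in PBS pH 7.4, 0.01% Tween-20, then compound added for 30 min. AlphaScreen streptavidin donor/nickel chelate acceptor beads (10 ug/mL final), 30 min dark, luminescence read.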
GLS inh: glutaminase GLS (human) inhibition | Potency, µM (highest dose often 45.5 µM), for inactives: at the top dose activity change, negative = inhibition, actives largely listed as inhibitors | O94925 | AID 624170 | GLS enzymatic activity, qHTS titration | 410,000 tested, 0.21% active; also: potency is read from the fitted curve at half-maximal effect; % is scaled to controls: 0 for no effect and ±100 for the full control effect
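Human kidney-isoform GLS in 45 mM KH2PO4 pH 8.2, 0.02% Tween-20, with compound, started with 1mM L-Glutamine (added stock). Glutamate oxidase/HRP/Amplex red coupled fluorescence read at start and after 30 min at RT.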
G9a block: blocks human histone lysine methyltransferase G9a | G9a H3K9 monomethylation, AlphaScreen, 2 h | Potency, µM (doses to about 102 µM), without a hit: at the highest dose activity, negative = inhibition, usual class: inhibitors | 350,000 tested, 8.8% active | AID 504332; also: potency is read from the fitted curve at half-maximal effect; % is scaled to controls: 0 for no effect and ±100 for the full control effect; nearly all actives have a fitted effect of over 75% in size
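Readings reflect AlphaScreen signal from monomethyl-H3K9 antibody detection. HMT at 20 nM; substrate b-H3K9 500 nM; cofactor SAM 20 uM; 2 h RT reaction; compounds tested as titrations in qHTS with 15 min preincubation.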
JMJD2A Tudor inh: JMJD2A Tudor domain (human) inhibition; O75164; AlphaScreen JMJD2A-Tudor / H3K4me3 peptide binding; Potency, µM (titrated, usually from 114 µM), inactives show at the top dose activity change, negative = inhibition, hits mostly inhibitors; 390,000 tested, 4.4% active; also: potency is read from the fitted curve at half-maximal effect; % is scaled to controls: 0 for no effect and ±100 for the full control effect; nearly all actives have a fitted effect of over 50% in size
Target sequence (O75164 whole entry, looked up, the tested form may be a part): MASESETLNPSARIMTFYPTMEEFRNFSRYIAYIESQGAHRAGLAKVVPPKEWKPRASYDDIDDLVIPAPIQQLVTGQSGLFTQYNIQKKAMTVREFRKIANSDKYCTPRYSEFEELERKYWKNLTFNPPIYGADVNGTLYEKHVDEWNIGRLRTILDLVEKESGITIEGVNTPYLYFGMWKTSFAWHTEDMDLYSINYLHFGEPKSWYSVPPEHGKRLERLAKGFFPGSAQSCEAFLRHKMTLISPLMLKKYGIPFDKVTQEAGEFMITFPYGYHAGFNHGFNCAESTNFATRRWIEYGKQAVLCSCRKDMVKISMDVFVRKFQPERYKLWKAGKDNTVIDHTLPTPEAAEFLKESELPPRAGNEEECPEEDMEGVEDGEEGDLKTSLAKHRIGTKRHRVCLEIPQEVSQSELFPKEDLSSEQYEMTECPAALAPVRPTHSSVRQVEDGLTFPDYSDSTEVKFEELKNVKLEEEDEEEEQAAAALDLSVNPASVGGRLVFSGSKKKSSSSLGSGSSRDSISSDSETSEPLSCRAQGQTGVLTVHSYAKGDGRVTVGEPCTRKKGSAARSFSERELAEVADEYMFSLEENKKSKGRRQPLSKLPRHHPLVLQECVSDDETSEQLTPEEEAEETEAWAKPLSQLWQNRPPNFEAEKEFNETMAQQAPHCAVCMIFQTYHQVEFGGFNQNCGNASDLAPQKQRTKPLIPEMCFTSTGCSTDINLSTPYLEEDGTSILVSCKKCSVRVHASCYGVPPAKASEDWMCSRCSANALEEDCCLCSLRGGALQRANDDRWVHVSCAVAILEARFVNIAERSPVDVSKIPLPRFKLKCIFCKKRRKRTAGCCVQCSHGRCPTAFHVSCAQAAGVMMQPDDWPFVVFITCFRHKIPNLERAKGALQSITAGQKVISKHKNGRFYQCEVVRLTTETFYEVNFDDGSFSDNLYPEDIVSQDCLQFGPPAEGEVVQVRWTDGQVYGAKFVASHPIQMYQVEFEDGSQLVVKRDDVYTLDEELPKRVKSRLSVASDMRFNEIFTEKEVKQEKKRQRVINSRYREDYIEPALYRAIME
Pin1 inh: inhibitors of human Pin1. Pin1 FP peptide displacement, HiFluor488, 10 min. Q13526. Potency, µM (series often up to 115 µM), for inactives: at the highest dose activity, negative = inhibition, usual class: inhibitors. 390,000 tested, 0.009% active; active = well fitted inhibition curve with a large enough effect in the polarisation, with a control signal flat, not every such curve was filed as active; inconclusive = small, poorly fitted or top-dose-only effect, or effect the other way, or a change in a side signal; inactive = no such curve, though single readings can be large or run the other way; the % refers to the polarisation; also: potency is read from the fitted curve at half-maximal effect; % is scaled to controls: 0 for no effect and ±100 for the full control effect
BAZ2B block: blocks human BAZ2B; Q9UIF8; AlphaScreen BAZ2B-H3K14Ac peptide displacement; Potency, µM (series often up to 114 µM), inactives show top-dose activity change, negative = inhibition, actives largely listed as inhibitors; 360,000 tested, 4.4% active; AID 504333; also: potency is read from the fitted curve at half-maximal effect; % is scaled to controls: 0 for no effect and ±100 for the full control effect; nearly all actives have a fitted effect of over 60% in size
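BAZ2B (50 nM) with biotin-H3(5-23)K14Ac peptide (50 nM) in PBS pH 7.4, 0.01% Tween-20, preformed 30 min, then compound 30 min at room temperature; top concentration 110uM. AlphaScreen streptavidin donor/nickel chelate acceptor beads (10 ug/mL final), 20 min dark, signal read.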
PI4K2A block: blocks human PI4K2A kinase activity; purified PI4K2A, ADP-Glo luminescence, 1 h; active compounds read low; 420,000 tested, 0.13% active; activity change, negative = inhibition, % at 76.9 µM; Q9BTU6; in the data active = activity change below about -50%; inconclusive = mostly about -30% to -49%;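 also: -100% = wells without enzyme as full effect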
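ADP-Glo luminescence measured ADP generated by PI4K2A enzyme (4 ug/mL before mixing) with 1.2 mM PI substrate (pre-mix) and 300 microM ATP (pre-mix). Tris pH7.5 buffer with MgCl2, Triton X-100; 1 h reaction at ambient temperature.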
Tb PGK inh: inhibitors of T. brucei phosphoglycerate kinase | P07378 | PGK/GAPDH coupled, Kinase-Glo luminescence, 60 min | Potency, µM (highest dose often 57.5 µM), without a hit: top-dose activity change, negative = inhibition, usual class: inhibitors | 380,000 tested, 0.043% active; also: potency is read from the fitted curve at half-maximal effect; % is scaled to controls: 0 for no effect and ±100 for the full control effect; nearly all actives have a fitted effect of over 60% in size
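Luminescent ATP detection (Kinase-Glo Plus) follows a 60-minute room-temperature incubation, with wells lacking PGK as controls. Buffer: 100 mM TEA (pH 7.6), 5 mM MgCl2, 0.01% Tween-20. Coupling enzyme GAPDH (100 nM final) supplies unstable 1,3-BPG in-well.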
ERG Ets-DNA blk: blocks human ERG Ets domain binding to DNA | P11308 | 370,000 tested, 0.028% active | fluorescence polarization, His-ERG Ets domain / labelled DNA | Potency, µM (series often up to 76.9 µM), for the others: at the highest dose FP activity, negative = inhibition, actives largely listed as inhibitors; active = well fitted inhibition curve with a large enough effect in the polarisation, with a control signal flat; inconclusive = small, poorly fitted or top-dose-only effect, or effect the other way, or a change in a side signal; inactive = no such curve, though single readings can be large or run the other way; the % refers to the polarisation;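 also: polarization taken with two DNA probes labelled with fluorescein and Texas red; potency is read from the fitted curve at half-maximal effect; % of control where 0% means no effect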
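His-tagged ERG Ets domain (1 uM in the protein solution; 300mM KCl, 50mM Tris-HCl, 1mM EDTA, 1mM DTT, pH 7.5) received compound, then a probe mix of 5 nM fluorescein-DNA and 100nM Texas-615-DNA. Fluorescence polarization was read for both dyes.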
* = called active by the depositor; i = inactive; ? = inconclusive; nt = not tested or not shown; [ ] = remark or other dose. Unless noted, calls follow the shape of the dose curve; as a rule, active = well fitted curve in the direction sought with a large enough effect; inconclusive = small, poorly fitted or top-dose-only effect, or another doubt; inactive = no such curve, though single readings can be large; an effect the other way counts as inactive or inconclusive.

cpd	HP1b binding inh	GLS inh	G9a block	JMJD2A Tudor inh	Pin1 inh	BAZ2B block	PI4K2A block	Tb PGK inh	ERG Ets-DNA blk	structure
1	63%[activator]	-6%	-31%	0%	-6%	3%	-2	-8%	-3%	CCOC(=O)C1CC2CC(C1)CN(C(=O)C1CCCCC1)C2 (stereo unspecified)
2	25%	0%	-16%[59 µM]	-12%	-3%	-24%	4	-8%	nt	O=C(CCC(=O)N1CCN(S(=O)(=O)c2ccc(Cl)cc2)CC1)Nc1cccc(Br)c1
3	28%	4%	nt	-13%	2%	nt	-3	-1%	-2%	Nc1nc(SCc2cccnc2)c2ncn(C3OC(CO)C(O)C3O)c2n1 (stereo unspecified)
4	-13%	-2%	?	?	0%	?	7	7%	-5%	COc1ccc(C(=O)NC(=S)N2CCCc3ccccc32)cc1OC
5	31%	3%	45µM*	-18%	?	-38%	-3	10%	-3%	N#CC1=C(N)Oc2ccc3ccccc3c2C1c1cccnc1 (stereo unspecified)
6	13%	1%	-30%	-6%	3%	-15%	3	-10%	-5%	COc1cc(OC)cc(C(=O)OCc2ccc([N+](=O)[O-])cc2)c1
7	-8%	22%	?	?	2%	?	-2	-5%	-2%	CC1CCN(CC(O)CN2c3ccccc3Sc3ccccc32)CC1 (stereo unspecified)
8	38%	0%	-36%[12.7 µM]	4%	0%	-28%	-2	-7%	5%	O=C(O)c1ccc(S(=O)(=O)c2ccccc2)cc1
9	63%[activator]	1%	-5%[59 µM]	-1%	-8%	12%	1	-7%	-3%	C=CCNC(=O)c1ccc(Cl)cc1Cl
10	15%	2%	21%[59 µM]	-17%	1%	-8%	-6	-3%	2%	COc1ccc(-n2nc3c(c2NC(=O)c2c(-c4ccccc4Cl)noc2C)CS(=O)(=O)C3)cc1
11	27%	-1%	?	-12%	?	-20%	-11	-10%	1%	CC(=O)c1ccc(NC(=O)CSc2ccc(-c3ccco3)nn2)cc1
12	-5%	3%	8%[59 µM]	-29%	1%	?	2	-9%	5%	COc1cccc(CN(C)CC(=O)Nc2ccccc2C(=O)Nc2ccccc2)c1OC
13	26%	-2%	1%	9%	-6%	5%	8	-2%	6%	CN(C(=O)COC(=O)/C=C/c1cccc([N+](=O)[O-])c1)C1CCS(=O)(=O)C1 (stereo unspecified)
14	-1%	3%	-12%[59 µM]	-6%	-6%	?	-5	4%	6%	CNC(=S)N/N=C(\C)c1ccc2c(c1)OCCO2
15	17%	21%	?	-24%	7%	4%	-1	1%	0%	O=C(CN1CCCC1)N1c2ccccc2Sc2ccc(C(F)(F)F)cc21
16	33%	18%	-11%	-17%	4%	-2%	-3	-4%	10%	Cc1nn(C)c(C)c1S(=O)(=O)N1CCCC(C(=O)N2CCN(c3ccccc3)CC2)C1 (stereo unspecified)
17	46%[activator]	-1%	-15%[59 µM]	-16%	23%	-16%	-1	-6%	2%	O=C(NCCn1cc(SCc2ccccc2F)c2ccccc21)c1cccs1
18	-14%	8%	nt	-28%	-2%	?	2	10%	6%	Cc1ccc2cc(C3CC(c4ccco4)=NN3S(C)(=O)=O)c(Cl)nc2c1 (stereo unspecified)
19	10%	11%	?	-16%	2%	1%	0	-9%	nt	N#CC1=C(SCc2ccccc2Cl)NC(=O)C(C(N)=O)C1 (stereo unspecified)
20	39%[activator]	-1%	-22%[59 µM]	-4%	0%	-7%	-1	-10%	-7%	Cc1ccc2oc(=O)c3cnn(CC(=O)NCCN4CCOCC4)c3c2c1
21	31%	0%	-10%	-6%	24%	1%	5	i	-6%	CCC(C)n1c(SCC(=O)Nc2cc(C(C)(C)C)nn2-c2ccccc2)nc2ccccc2c1=O (stereo unspecified)
22	26%	-11%	-1%[0.501 µM]	-5%	4%	-4%	-6	-3%	3%	COC(=O)COc1ccc(/C=N/NS(=O)(=O)c2ccccc2)cc1
23	36%	2%	?	-6%	-7%	10%	1	-8%	6%	CC1(C)CC(=O)C(C=NCCN2CCN(CCCCS(=O)(=O)O)CC2)=C(O)C1
24	-22%	24%	-51%	3.2µM*	-6%	-8%	3	-2%	-7%	O=C(NNC1=NCCCCC1)c1ccccc1
25	43%[activator]	-1%	-5%[59 µM]	-10%	9%	4%	-6	-5%	9%	COCCn1c(SCC(=O)NCc2ccco2)nnc1-c1c[nH]c2ccccc12
26	38%	-8%	?	-3%	-3%	-32%	6	i	6%	CC(=O)c1cccc(CN2CCCC(C(=O)Nc3cccc(-n4cccn4)c3)C2)c1 (stereo unspecified)
27	18%	6%	-6%	-6%	-2%	-2%	-5	-8%	2%	COc1ccc(-c2ccc(S(=O)(=O)NCC3CCCO3)cc2)cc1 (stereo unspecified)
28	38%[activator]	-4%	nt	5%	-2%	?	-2	i	6%	O=C(NC1CC1)C(=O)c1c[nH]c2ccccc12
29	27%	-2%	29%[59 µM]	?	-9%	8%	9	-6%	-10%	Cc1ccc(/C(O)=C2\C(=O)C(=O)N(CC(C)O)C2c2cccc(F)c2)cc1 (stereo unspecified)
30	30%	15%	nt	6%	3%	nt	6	9%	6%	Cc1cc(C)cc(NC(=S)NCCN2CCOCC2)c1
31	14%	5%	?	-2%	-3%	25%	-6	0%	4%	Cc1cc2c(c(=O)o1)C(CC(C)C)C(C#N)=C(N)O2 (stereo unspecified)
32	9%	-2%	?	-28%	0%	-12%	5	i	-5%	CCn1c(SCC(=O)N2CCCc3ccccc32)nc2c(c1=O)SC(C)C2 (stereo unspecified)
33	8%	11%	50%	-16%	-8%	2%	1	-6%	-1%	O=C(NCCCN1CCOCC1)c1ccc(N2CCOCC2)c([N+](=O)[O-])c1
34	33%	-8%	-6%	-2%	19%	-13%	2	-7%	5%	Cc1cc(NCc2ccccc2)c2ccccc2n1
35	17%	16%	-7%[59 µM]	-17%	2%	5%	-1	-2%	0%	CCc1c(C)nc(N2CCN(c3ccc(F)cc3)CC2)[nH]c1=O
36	32%	2%	nt	-10%	-5%	nt	-3	-8%	3%	CCN(C[C@H]1N[C@@](C)(C(=O)OC)[C@H]2C(=O)N(Cc3ccccc3)C(=O)[C@@H]12)S(=O)(=O)c1ccc(F)cc1
37	-18%	-13%	5%[59 µM]	-17%	?	-11%	-4	6%	9%	Cc1nn(C)c2c1c(-c1ccccc1)cc(=O)n2CC(=O)NC(C)(C)C
38	36%	0%	11%	-16%	-7%	14%	2	-2%	-8%	O=C(c1ccccc1SCc1ccc(F)cc1)N1CCOCC1
39	17%	-5%	9%[59 µM]	-28%	-1%	-24%	9	-6%	-3%	CCOc1ccc(NCc2nnc(SCC(=O)Nc3cc(C)on3)n2-c2ccccc2OC)cc1
40	1%	-6%	-1%[59 µM]	-17%	-1%	-13%	-9	0%	1%	CCn1c(Oc2ccc(F)cc2F)nc2c1c(=O)n(C)c(=O)n2C
41	22%	5%	-1%	-14%	0%	-1%	-4	nt	-2%	COC(=O)[C@H](Cc1c[nH]c2ccccc12)NC(=O)NCc1ccc(OC)c(OC)c1
42	41%[activator]	-3%	-22%	-7%	7%	-16%	0	-2%	1%	O=C(CNC(=O)c1ccc(Cl)cc1)Nc1ccccc1C(F)(F)F

Entries from the list above containing fluorine:
cpd	HP1b binding inh	GLS inh	G9a block	JMJD2A Tudor inh	Pin1 inh	BAZ2B block	PI4K2A block	Tb PGK inh	ERG Ets-DNA blk	structure
15	17%	21%	?	-24%	7%	4%	-1	1%	0%	O=C(CN1CCCC1)N1c2ccccc2Sc2ccc(C(F)(F)F)cc21
17	46%[activator]	-1%	-15%[59 µM]	-16%	23%	-16%	-1	-6%	2%	O=C(NCCn1cc(SCc2ccccc2F)c2ccccc21)c1cccs1
29	27%	-2%	29%[59 µM]	?	-9%	8%	9	-6%	-10%	Cc1ccc(/C(O)=C2\C(=O)C(=O)N(CC(C)O)C2c2cccc(F)c2)cc1 (stereo unspecified)
35	17%	16%	-7%[59 µM]	-17%	2%	5%	-1	-2%	0%	CCc1c(C)nc(N2CCN(c3ccc(F)cc3)CC2)[nH]c1=O
36	32%	2%	nt	-10%	-5%	nt	-3	-8%	3%	CCN(C[C@H]1N[C@@](C)(C(=O)OC)[C@H]2C(=O)N(Cc3ccccc3)C(=O)[C@@H]12)S(=O)(=O)c1ccc(F)cc1
38	36%	0%	11%	-16%	-7%	14%	2	-2%	-8%	O=C(c1ccccc1SCc1ccc(F)cc1)N1CCOCC1
40	1%	-6%	-1%[59 µM]	-17%	-1%	-13%	-9	0%	1%	CCn1c(Oc2ccc(F)cc2F)nc2c1c(=O)n(C)c(=O)n2C
42	41%[activator]	-3%	-22%	-7%	7%	-16%	0	-2%	1%	O=C(CNC(=O)c1ccc(Cl)cc1)Nc1ccccc1C(F)(F)F
